Screening results as filed in PubChem.
NOD1 inhibition = inhibition of NOD1-driven NF-kB reporter – cell-based, luminescence, uHTS, primary screen (AID 1578); NOD1-driven NF-kB luciferase reporter cells, luminescence; higher % means a stronger effect; inhibition, % at 4 µM; hits with a dose series show EC50 in µM; actives 1% (n = 290,000); in the data active = inhibition mostly above about 36%, no sharp cut-off; inactive = mostly below about 34%;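 note: HEK-293T reporter cells stimulated with the NOD1 agonist gamma-tri-DAP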
KOR beta-arrestin-1 = kappa opioid receptor blockers – cell-based, luminescence, uHTS (AID 1778). KOR beta-arrestin recruitment, luminescence, antagonist mode; higher % means a stronger effect. inhibition, % at 10 µM; hits with a dose series show IC50 in µM. actives 0.091% (n = 290,000); note: strong numbers were not always called active
GPR55 antagonists = GPR55 antagonists blocking LPI-driven arrestin recruitment, primary screen, imaging, U2OS, beta-arrestin-GFP, LPI agonist (AID 2013) | inhibition, % at 10 µM; hits with a dose series show IC50 in µM | U2OS GPR55 beta-arrestin-GFP translocation imaging, LPI antagonism; higher % means a stronger effect | actives 0.13% (n = 290,000);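 active = spots per cell inhibited over 60%, with over 100 cells counted and total cytoplasm intensity under 500,000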;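 note: U2OS cells stably carrying GPR55 and arrestin-GFP stimulated by 5 µM LPI near EC80; imaged beta-arrestin-GFP aggregate spots per cell after agonist stimulation; plate controls were LPI-stimulated DMSO wells for no effect and DMSO wells without LPI for full effect; some results filed as inactive read as strong as hits; confirmed hits need IC50 under 10 µM and bright autofluorescent wells are also inconclusive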
T cell HTS = T cell immune modulation candidate; 2C CD8+ T cell-vesicle binding, flow cytometry; stronger effect = lower value; calls only at 7 µM; actives 0.068% (n = 330,000); AID 2052;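 active = response, share of CD8 T cells binding vesicles, and their 90th percentile fluorescence all below set limits, cut at about 80% in these data, passing the limit was not always enough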
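System: murine 2C transgenic CD8+ T lymphocytes; also added: QL9-loaded Drosophila micro-vesicles; times: binding 1.5 h at 37 °C; measured by: flow cytometry, PE anti-B7-1 (FL2) versus Alexa647 anti-CD8 (FL8), PFA-fixed; control set: Peptide-free naked vesicles (low) and QL9 vesicles with 0.7% DMSO vehicle (high)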
GPR55 activation = selective activators of receptor GPR55 – imaging, U2OS cells, beta-arrestin-GFP redistribution, primary screen (AID 1961); U2OS GPR55 beta-arrestin-GFP redistribution imaging; higher % means a stronger effect; actives 0.048% (n = 290,000); activation, % at 10 µM, or EC50 in µM where a hit was titrated;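 active = activation above 40% with more than 50 cells counted in the well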;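 note: U2OS osteosarcoma cells stably expressing GPR55 and beta-arrestin-GFP; plate controls were DMSO negative control for no effect and LPI positive control for full effect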
Myeloid diff MLP = promotes myeloid progenitor differentiation; ER-HoxA9 myeloid progenitors, lysozyme-GFP differentiation, flow cytometry; calls only at 10 µM; actives 1% (n = 360,000); AID 624256;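 active = normalized GFP-positive differentiation at or above the plate's own cutoff, the solvent-only control mean plus 3 SD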;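 note: cells exposed to compound for four days before flow analysis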
NTR1 ag = NTR1-driven beta-arrestin-GFP spot formation – imaging, U2OS cells, high content, primary screen (AID 493036); P30989; agonist mode; activation, % at 20 µM; actives 0.17% (n = 330,000);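 active = activation at or above 40% of the spot to cytoplasm intensity ratio, with at least 20 cells analyzed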;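 note: 0% = DMSO without peptide and 100% = 100 nM NTR1 peptide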
Target sequence (P30989 whole entry, looked up): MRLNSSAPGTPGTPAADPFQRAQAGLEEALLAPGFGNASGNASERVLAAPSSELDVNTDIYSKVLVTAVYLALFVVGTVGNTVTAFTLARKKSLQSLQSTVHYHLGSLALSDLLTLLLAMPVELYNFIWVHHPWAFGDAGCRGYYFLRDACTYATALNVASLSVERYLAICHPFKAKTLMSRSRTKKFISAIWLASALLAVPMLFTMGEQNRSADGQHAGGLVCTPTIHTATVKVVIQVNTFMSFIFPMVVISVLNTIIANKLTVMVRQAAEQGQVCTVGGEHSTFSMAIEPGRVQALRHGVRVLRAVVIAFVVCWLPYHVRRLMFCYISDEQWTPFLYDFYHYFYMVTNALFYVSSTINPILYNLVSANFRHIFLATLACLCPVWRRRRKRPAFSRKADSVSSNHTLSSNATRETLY
NOD2 inhibition = inhibition of NOD2-driven NF-kB reporter – cell-based, luminescence, uHTS, HEK293 (AID 1566); HEK293 NOD2/NF-kB luciferase reporter, luminescence; higher % means a stronger effect; one-dose inhibition, % at 4 µM; EC50 in µM for titrated hits; actives 0.63% (n = 290,000); note: many of its hits are not listed in these tables
KOR beta-arrestin-2 = KOR agonists, beta-arrestin recruitment, primary screen, cell-based, luminescence, uHTS (AID 1777) | KOR beta-arrestin recruitment, luminescence; higher % means a stronger effect | one-dose activation, % at 10 µM; EC50 in µM for titrated hits | actives 0.02% (n = 280,000); in the data active = activation above about 50%, passing the limit was not always enough; note: a part of the inactive calls stands beside numbers as strong as those of hits
T cell HTS vesicle-bound % = second read-out of T cell HTS, no call of its own (marks repeat the call); double positive events, %; measured here: CD8+ vesicle-bound cell fraction;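 binding gate set so that unloaded-vesicle control wells show 10% double positive cells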
NTR1 ag cell count 20 µM = recorded beside NTR1 ag, whose call it bears; cell count; measured here: cell count, cytotoxicity flag
Myeloid diff MLP GFP+ MAC1+ % = also measured in Myeloid diff MLP; calls as there; GFP+ MAC1+ double positive, %; measured here: differentiation confirmed by MAC1 staining
* = called active by the depositor; i = inactive; · = no result given; [ ] = another dose, or the depositor's remark. Cut-off read from the data, not from the text of the source, unless noted: active = inhibition above about 50%; inactive = the rest. A portion of the library (hit frequency here may not be typical).

No.	smiles	NOD1 inhibition	KOR beta-arrestin-1	GPR55 antagonists	T cell HTS	T cell HTS vesicle-bound %	GPR55 activation	Myeloid diff MLP	Myeloid diff MLP GFP+ MAC1+ %	NTR1 ag	NTR1 ag cell count 20 µM	NOD2 inhibition	KOR beta-arrestin-2
1	CC(C)C(C)(C#N)NC(=O)CSc1nncn1-c1ccccc1 (configuration not stated)	-32.1%	13.8%	-15.1%	i	36.4	1.1%	i	0.6	0.9	60	8.5%	-0.4%
2	COC(=O)C1C(O)=CC(=O)CC1C (configuration not stated)	2.1%	-26.9%	-30.0%	i	20.0	-0.4%	i	0.8	-1.0	54	17.0%	1.6%
3	CC(C)N1C(=O)CCC1C(=O)NCc1cccs1 (configuration not stated)	-9.8%	5.5%	-2.9%	i	24.0	-0.4%	i	0.7	3.4	55	4.3%	-4.3%
4	O=C(Nc1ccc(NC(=O)c2sc3ccccc3c2Cl)cc1Cl)c1ccco1	-17.4%	5.8%	4.5%	i	45.9	-0.1%	i	0.7	1.5	67	-56.7%	-0.8%
5	COc1ccc(/C=N/N=C2\SCC(=O)N2c2c(C)n(C)n(-c3ccccc3)c2=O)cc1OC	-34.9%	-4.8%	10.2%	i	47.1	0.9%	i	0.8	-0.2	64	7.3%	6.1%
6	N=C1C(c2ccccc2)=C(O)CN1c1ccccc1N1CCOCC1	6.7%	22.9%	6.6%	i	13.1	-0.2%	i	1.5	-2.8	·	18.4%	2.0%
7	CCC(Oc1ccc(C)cc1)C(=O)Nc1ccc2c(c1)n(C)c(=O)n2C (configuration not stated)	4.3%	-8.6%[20 µM]	-7.8%	i	46.0	-0.1%	i	0.4	-0.2	88	2.5%	0.3%
8	COc1ccc(S(=O)(=O)Nc2cccc(/C=C/C(=O)O)c2)cc1	-27.6%	4.0%	6.0%	i	43.6	-0.2%	i	0.3	6.0	63	-6.2%	9.8%
9	Cc1cccc(-c2cc3c(N=O)c4ccccc4c-3n[nH]2)c1	-12.8%	-18.7%	1.9%	i	55.1	-0.5%	i	1.1	4.3	120	-161.9%	-0.8%
10	CC1(NC(=O)N2CCOCC2)CCS(=O)(=O)C1 (configuration not stated)	3.3%	-21.9%	-4.4%	i	64.4	-0.1%	i	11.6	1.2	52	-14.9%	9.4%
11	COc1ccc(N2CCN(c3nc4c(c(=O)[nH]c(=O)n4C)n3Cc3cccc(C)c3)CC2)cc1	19.9%	-31.5%	-4.5%	i	32.7	-0.3%	i	1.1	0.3	41	3.7%	6.9%
12	COCC(C)n1c(C)cc(C(=O)CN2C(=O)NC3(CCCCC3C)C2=O)c1C (configuration not stated)	2.3%	19.6%	-4.4%	i	21.6	0.5%	i	1.8	-0.6	63	8.7%	5.2%
13	COc1cc(OC)c(OC)cc1/C=N/Nc1ncnc2c1[nH]c1ccccc12	-4.1%	·	1.7%	i	38.5	-0.4%	·	·	-0.3	38	-0.9%	2.9%
14	CC1CN(C(=O)CCC(=O)NC2CCCCC2)c2ccccc2S1 (configuration not stated)	-9.2%	13.3%[20 µM]	-5.0%	i	36.8	-0.3%	i	0.9	3.9	52	12.2%	-1.2%
15	COC(=O)c1ccc(/C=N/NC(=O)C2CC(=O)N(c3ccc(OC)cc3)C2)cc1 (configuration not stated)	-12.8%	-7.3%	12.8%	i	15.2	-0.2%	i	1.2	-0.6	47	20.7%	-1.0%
16	CCOC(=O)c1cnc(SCCN2CCOCC2)nc1N	-31.4%	-11.3%	0.9%	i	47.3	0.2%	i	0.2	-1.4	30	-8.8%	1.8%
17	O=C(NCc1cc([N+](=O)[O-])ccc1O)c1cccnc1Sc1ccc(Cl)cc1	-22.5%	-3.4%	12.1%	i	76.8	0.0%	i	5.5	0.1	59	9.8%	5.0%
18	O=C(Cc1ccc(Br)cc1)Nc1ccccc1N1CCCC1	4.8%	-19.8%	9.8%	i	18.7	0.2%	i	1.2	1.2	51	-1.0%	0.7%
19	Cc1ccccc1COC(=O)CCC1=NS(=O)(=O)c2ccccc2N1	3.8%	-16.5%	11.5%	i	13.3	-0.1%	i	2.2	1.8	60	2.2%	-0.1%
20	COCC1CCN(C(=O)C2CCC(=O)N(C3CCCCCC3)C2)CC1 (configuration not stated)	-17.8%	-13.7%	-2.4%	i	66.9	-0.1%	i	0.9	0.6	53	2.7%	1.8%
21	CCN(CC(=O)NCc1ccc(Cl)cc1)C(=O)/C=C/c1cccs1	-23.9%	10.8%	15.8%	i	30.6	-0.4%	i	0.4	0.3	55	6.8%	-4.6%
22	CCN(CC(=O)Nc1ccc(OC)cc1)CC(=O)Nc1ccc(Cl)cc1F	-55.2%	-30.3%	0.8%	i	55.3	-0.3%	i	0.5	-0.6	43	-8.5%	0.8%
23	COc1ccc(NC(=O)CC2C(=O)N(c3ccc(Cl)cc3)C(=S)N2CCc2ccncc2)cc1 (configuration not stated)	-45.9%	-34.7%	4.9%	i	11.9	-0.1%	i	5.4	11.0	52	-45.4%	4.6%
24	CCOC(=O)C1=C(CNCCc2ccc(Cl)cc2)NC(=O)NC1c1ccc2c(c1)OCO2 (configuration not stated)	-14.9%	0.6%	-3.9%	i	27.1	-0.1%	i	1.5	1.0	59	-5.3%	18.5%
25	O=C(COc1ccc(Br)cc1Br)NC(=S)Nc1cccc(CO)c1	-83.0%	-4.0%	15.5%	i	37.9	-0.2%	i	0.4	9.1	52	-93.4%	-2.7%
26	CN(C)CCNC(=O)CNC(=S)N(CCCN1CCOCC1)Cc1cccs1	-15.1%	-27.3%	7.3%	i	50.0	0.2%	·	·	1.0	64	2.4%	5.1%
27	O=C(CCNC(=O)c1ccco1)Nc1cccc(Br)c1	-40.3%	-17.3%	18.6%	i	8.8	-0.3%	i	0.9	-1.9	46	4.3%	3.1%
28	CCOC(=O)N1CCC(=NNC(N)=O)CC1	-33.8%	3.7%	-3.7%	i	51.0	-0.5%	i	0.2	-1.2	39	2.7%	-1.9%
29	Cc1ccc(Nc2nc(/N=C/N(C)C)n[nH]2)cc1C	-50.6%	13.9%	1.9%	i	65.0	0.1%	i	1.2	-0.3	63	-26.9%	-1.3%
30	CCOC(=O)c1c(C2COc3ccccc3O2)csc1N (configuration not stated)	5.8%	-8.1%	9.3%	i	55.5	-0.1%	i	4.9	2.4	53	-8.2%	3.0%
31	CCCn1c(=O)c2ccccc2n2c(SCc3nc4ccccc4s3)nnc12	-58.2%	-0.3%	-2.5%	i	40.4	-0.2%	i	0.6	2.0	43	-52.3%	·
32	CN(C)S(=O)(=O)c1cc(C(=O)NCC2CCCO2)c(Cl)cc1Cl (configuration not stated)	-27.7%	14.0%	6.6%	i	55.8	0.2%	i	0.5	-0.4	64	-7.7%	-3.9%
33	CC1(C)SC(=S)N(/N=C/c2ccccc2O)C1N(O)C(=O)Nc1ccccc1 (configuration not stated)	-1.1%	23.5%	10.9%	i	18.9	0.3%	i	0.7	24.6	62	3.4%	-2.4%
34	CC(NC(=O)C1CCC(CNc2c(N3CCCCC3)c(=O)c2=O)CC1)c1ccccc1 (configuration not stated)	6.3%	-5.1%	3.9%	i	26.8	-0.1%	i	0.9	0.7	53	-1.2%	5.7%
35	COc1cc(CCC(=O)Nc2c(C(=O)N3CCN(c4ccccc4)CC3)oc3ccccc23)on1	-24.6%	-61.7%	-6.9%	i	29.9	-0.2%	i	1.6	2.5	61	-12.4%	5.5%
36	CCOc1ccc(C(=O)Nc2cc(-c3nc4ccccc4[nH]3)ccc2Cl)cc1[N+](=O)[O-]	-28.3%	-21.3%	2.3%	i	45.3	0.7%	i	0.4	5.3	65	0.6%	5.4%
37	CC(C)C1CC(c2ccccc2)(C(CN)CO)CCO1 (configuration not stated)	-22.3%	2.6%	5.0%	i	39.0	1.7%	i	0.2	2.1	65	13.5%	-4.5%
38	COc1ccc(NC(=O)CN2CCN(C3c4ccccc4-c4ccccc43)CC2)c(OC)c1	33.5%	-16.7%	2.19µM*	i	36.5	0.2%	i	0.8	10.3	55	9.4%	4.3%
39	COc1ccc(Cl)cc1NC(=O)CN(C)CC(=O)Nc1ccccc1C(F)(F)F	-20.8%	3.6%	15.5%	i	19.4	0.1%	i	0.5	0.9	57	3.1%	-2.5%
40	C/C(=N\NC(=O)c1ccc(CSc2nc(C)cc(C)n2)cc1)c1ccco1	-57.3%	-13.8%	-15.1%	i	30.8	-0.2%	i	0.3	-0.4	50	-3.5%	-14.3%
41	CCc1cccc(NC(=O)C2CCCN(S(=O)(=O)c3c(C)[nH]c(=O)[nH]c3=O)C2)c1 (configuration not stated)	-14.4%	32.7%	5.3%	i	58.3	0.1%	i	0.4	0.0	67	7.5%	1.4%
42	CN(C)S(=O)(=O)N1CCN(C(=O)c2ccc3c(c2)OCO3)CC1	-23.3%	-12.4%	5.1%	i	31.3	0.1%	i	0.3	-0.8	50	4.7%	-1.9%
43	COCCCN1C(=O)c2ccc(C(=O)OCC(=O)NCCc3ccccc3)cc2C1=O	-26.2%	-4.3%	23.0%	i	50.4	-0.2%	i	0.7	-0.4	60	12.6%	2.4%
44	CCN1C(=O)c2ccccc2S(=O)c2ccc(C(=O)N3CCCC3)cc21 (configuration not stated)	-9.2%	26.2%	0.8%	i	14.6	-0.2%	i	1.8	-3.0	46	-0.2%	-2.5%
45	CCOC(=O)c1c(NC(=O)COC(=O)Cn2c(C(F)(F)F)nc3ccccc32)sc(C)c1C	1.6%	-16.4%	-0.1%	i	39.8	-0.1%	i	0.7	3.2	44	26.2%	-4.6%
46	O=C(CCN1C(=O)/C(=C/c2ccc3c(c2)OCO3)SC1=S)Nc1cccc(C(=O)O)c1	-26.1%	-11.3%	-12.9%	i	52.7	-0.1%	i	0.7	-0.6	39	3.7%	1.7%
47	COc1ccccc1Nc1nc(NCCO)c2ccccc2n1	-21.5%	-27.4%	-0.9%	·	·	1.2%	·	·	0.0	84	-6.8%	-6.5%
48	O=C(CN(c1ccccc1)S(=O)(=O)c1ccccc1)N/N=C/c1ccc(OC2CSC2)cc1	7.7%	8.6%	-14.1%	i	41.9	-0.1%	·	·	1.3	65	-4.0%	-1.0%
49	O=C(CN(c1ccc(F)cc1)S(=O)(=O)c1ccc2c(c1)OCCO2)NCc1ccccc1	-10.0%	-10.3%	-5.2%	·	·	-0.2%	i	0.6	0.7	51	5.1%	-5.8%
50	COc1ccccc1-c1nc(-c2ccc(Br)o2)no1	-54.0%	45.8%	17.6%	i	32.3	-0.2%	i	4.7	0.5	89	-178.7%	0.9%
